Autophagy mod: modulators of autophagy; calls only at 10 µM (by protocol); 0.98% of 190,000 active; MEF GFP-LC3 puncta imaging; test concentration mostly 10 µM; AID 463193;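 active = percentage of spot-positive cells more than 3 SD above its plate mean, without a fluorescence outlier flag or 80% toxicity; inconclusive = no clear call, values can overlap the other calls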;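 also: spot-positive cell cutoff set from DMSO-treated cells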
West Nile virus CPE: West Nile virus antiviral activity, cell-based, CPE readout (AID 1621) | one-dose CPE inhibition, % at 10 µM; IC50 in µM for titrated hits | West Nile virus-infected cells, CPE inhibition; higher % means a stronger effect | 0.02% of 290,000 active; in the data active = a potency from the dose series; inconclusive = CPE inhibition mostly from about 3.7% at the one dose, without a potency; inactive = the rest, 99 in 100 with CPE inhibition below about 2.2%; also: strong numbers were not always called active
MT stabilize HCS: microtubule stabilization, imaging screen. HeLa tubulin immunostaining HCS, 24 h; share of cells brighter than vehicle mean+2SD. % tubulin-high responders, % at 10 µM. 0.83% of 200,000 active;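 active = plate Z-score above 3 for both tubulin-high and condensed-nucleus cell shares, with cell loss under 80%, at 10 µM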;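 also: anti alpha tubulin signal scored within the nucleus-defined area of each cell; some results filed as inactive read as strong as hits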
WT yeast gro inh: growth inhibition of WT yeast, mitochondrial fusion screen; mitochondrial fusion phenotypic screen, WT strain; 2.1% of 190,000 active; AID 1362; inhibition, % at 10 µM; in the data active = inhibition above about 58%; tested in S. cerevisiae
T cell modulator: T cell immune modulation candidate; AID 2052; 0.068% of 330,000 active; calls only at 7 µM; 2C CD8+ T cell-vesicle binding, flow cytometry; hits give low values;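 active = response, share of CD8 T cells binding vesicles, and their 90th percentile fluorescence all below set limits, cut at about 80% in these data, passing the limit was not always enough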
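Incubation: binding step 1.5 h, 37 °C, antibody labelling 20 min, ice; system: murine 2C transgenic CD8+ T lymphocytes; technique: cytometric PE anti-B7-1 and Alexa647 anti-CD8 signals after 1% paraformaldehyde fixation; also added: QL9-charged Drosophila Ld/ICAM-1/B7-1 vesicles; control set: naked versus QL9-loaded vesicles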
bCat nuc transl: beta-catenin nuclear translocation modulation. HeLa beta-catenin nuclear translocation, immunofluorescence imaging. nuclear translocation activity, % at 5 µM. 0.3% of 190,000 active. AID 1665;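 active = nuclear translocation activity above 50% at 5 µM, with a well cell count of 50 or more; inconclusive = wells under 50 cells across six images, flagged as toxic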;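 also: per-cell ratio of nuclear to cytoplasmic median beta-catenin stain intensity; plate controls were DMSO negative control for no effect and GSK-3 inhibitor IX positive control for full effect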
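Assay system: human HeLa cells, native beta-catenin; doses: 5 µM primary, 0.02–20 µM confirmation; incubation: compound treatment 24 h, 37°C, 5% CO2; technique: fluorescence imaging of beta-catenin antibody stain plus DAPI; measure: % activation, nuclear-to-cytoplasmic median beta-catenin signal ratio per cell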
Insulin prom up: MIN6 insulin promoter up-regulation; MIN6 insulin promoter-GFP reporter, high-content imaging; hits give high values; z-score at 5 µM; 0.3% of 190,000 active;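 active = z-score above 3 at 5 µM with at least 500 cells counted in the well; inconclusive = wells under 500 cells, flagged as cytotoxic or low count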
Lipid droplet: modulators of hepatic lipid droplet formation. AML12 mouse hepatocytes, oleate lipid droplets, BODIPY imaging. inhibition, % at 6.5 µM. 0.4% of 240,000 active;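 active = lipid droplet intensity inhibited by at least 50%, with more than 500 cells counted; inconclusive = wells with under 300 cells, treated as cytotoxic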
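Assay system: AML12 hepatocytes (mouse); Probe or stimulus: oleic acid at 100 µM to induce lipid droplet formation; Dosing: compound at 6.5 µM only; Schedule: compound with oleate, overnight; Detection: fluorescence imaging, 20x objective, two fields per well; Measure: % inhibition of lipid droplet signal.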
Myeloid diff MLP: myeloid differentiation induction. ER-HoxA9 myeloid progenitors, lysozyme-GFP differentiation, flow cytometry. calls only at 10 µM. 1% of 360,000 active. AID 624256;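 active = normalized GFP-positive differentiation at or above the plate's own cutoff, the solvent-only control mean plus 3 SD; inconclusive = no clear call, values can overlap the other calls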;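 also: cells exposed to compound for four days before flow analysis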
WT yeast gro inh mutant strain: further read-out of WT yeast gro inh, marked with its call; inhibition, %; mitochondrial fusion phenotypic screen, mutant strain inhibition
Insulin prom up cell count: recorded beside Insulin prom up, whose call it bears; cell count; measured here: cytotoxicity, nuclei count;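 total cells summed across four imaged fields per well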
Lipid droplet cells 6.5 µM: further read-out of Lipid droplet, marked with its call; cell count; measured here: cell count, cytotoxicity flag;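 cells counted across two imaged fields per well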
bCat nuc transl cell count 5 µM: further read-out of bCat nuc transl, marked with its call; cell count; measured here: cell count, cytotoxicity flag
T cell modulator vesicle-bound %: further read-out of T cell modulator, marked with its call; double positive events, %; measured here: CD8+ vesicle-bound cell fraction;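 binding gate set so that unloaded-vesicle control wells show 10% double positive cells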
MT stabilize HCS Hoechst-high %: also measured in MT stabilize HCS; calls as there; % Hoechst-high responders; measured here: nuclear condensation Hoechst responders;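 share of cells brighter than vehicle mean plus two SD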
MT stabilize HCS cytotoxicity %: also measured in MT stabilize HCS; calls as there; toxicity, %; measured here: cytotoxicity by cell density;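 0% = mean cell density of plate MIN control wells and 100% = no cells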
Autophagy mod cell loss 18 h: recorded beside Autophagy mod, whose call it bears; toxicity, %; measured here: cell loss, nuclei count;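 cell loss after 18 h compound exposure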
Myeloid diff MLP GFP+ MAC1+ %: further read-out of Myeloid diff MLP, marked with its call; GFP+ MAC1+ double positive, %; measured here: differentiation confirmed by MAC1 staining
* marks the source's active call; other numbers are inactive results; i = inactive; ? = inconclusive; . = not tested or not shown.

SMILES | Autophagy mod | Autophagy mod cell loss 18 h | West Nile virus CPE | MT stabilize HCS | MT stabilize HCS Hoechst-high % | MT stabilize HCS cytotoxicity % | WT yeast gro inh | WT yeast gro inh mutant strain | T cell modulator | T cell modulator vesicle-bound % | bCat nuc transl | bCat nuc transl cell count 5 µM | Insulin prom up | Insulin prom up cell count | Lipid droplet | Lipid droplet cells 6.5 µM | Myeloid diff MLP | Myeloid diff MLP GFP+ MAC1+ %
Cc1ccc(S(=O)(=O)N2CCOCC2)cc1C(=O)OC1CCCCC1=O (stereo not drawn) | i | -2 | 0.1% | 8.7 | 2.5 | 7.0 | -13 | 1 | i | 43 | -3.1 | 1067 | -0.1 | 1266 | 1 | 688 | i | 0.3
COc1ccccc1/C=C/C(=O)NCC(=O)N/N=C(/C)c1ccco1 | . | . | 0.1% | . | . | . | . | . | i | 30 | . | . | . | . | 7 | 776 | i | 0.1
O=C(Cc1ccsc1)Nc1cc(F)ccc1F | . | . | -0.3% | . | . | . | . | . | i | 23 | . | . | . | . | 1 | 819 | i | 0.5
CC1CCN(c2ncnc3ccccc23)CC1 | i | 7 | -1.5% | 1.5 | 2.7 | 12 | -10 | 5 | i | 13 | 1.5 | 1184 | ? | . | -7 | 762 | i | 0.8
COc1ccc2oc(=O)c(/C(N)=N/NC(=O)c3ccncc3)cc2c1 | . | . | 1.5% | . | . | . | . | . | i | 36 | . | . | . | . | -4 | 781 | i | 0.4
CC1CCCN(CCCNC(=O)c2ccc3c(c2)N(Cc2ccc(F)cc2)C(=O)c2ccccc2S3=O)C1 (stereo not drawn) | . | . | 0.2% | . | . | . | . | . | i | 7 | . | . | . | . | -67 | 696 | i | 2.4
Cc1ccc(C(=O)c2oc3ccccc3c2NC(=O)c2cc(-c3cc(C)ccc3O)n[nH]2)cc1 | . | . | 0.8% | . | . | . | . | . | i | 38 | 0.5 | 1276 | -0.58 | 855 | 10 | 636 | i | 0.4
O=C(Cn1nc(-c2ccc(Cl)cc2)c2ccccc2c1=O)NN1CCOCC1 | . | . | -0.2% | . | . | . | . | . | i | 24 | -3.9 | 1241 | 0.08 | 1448 | 1 | 655 | i | 1.8
COc1cccc(N2CCN(C(=O)c3ccc(CSc4nc5ccncc5[nH]4)cc3)CC2)c1 | i | 16 | . | 2.3 | 3.8 | 10 | -6 | -11 | i | 62 | -2.5 | 586 | -0.14 | 921 | 1 | 723 | i | 5.7
CCC(=O)/C(=C(/O)c1ccccc1)c1nc2ccccc2[nH]1 | i | 1 | -0.4% | 1.5 | 1.5 | 1.8 | -5 | -13 | i | 57 | -1.6 | 1157 | -0.96 | 1250 | 0 | 624 | i | 0.4
CCOc1ccccc1NC(=O)C1CCCN(S(=O)(=O)c2c(C)[nH]c(=O)[nH]c2=O)C1 (stereo not drawn) | i | 33 | 0.2% | 1.5 | 1.3 | 14 | -7 | -18 | i | 2 | -3.2 | 1140 | 0.31 | 1026 | -3 | 744 | i | 0.6
CN(Cc1cnn(C)c1)C(=O)c1ccc(OC2CCN(CCc3ccccc3)CC2)cc1 | i | -7 | -0.3% | 2.3 | 2.1 | 4.3 | -17 | -29 | i | 49 | -0.6 | 976 | . | . | 3 | 680 | i | 0.1
CCC(C)NC(=O)C1c2ccccc2C(=O)N1Cc1cc(OC)ccc1OC (stereo not drawn) | i | -8 | -0.2% | 1.6 | 2.6 | 10 | 6 | -5 | i | 52 | -5.6 | 1042 | 0.51 | 1373 | . | . | i | 1.3
c1ccc(CC2CCN(Cc3ccccn3)CC2)cc1 | i | 12 | 0.3% | 2.0 | 1.6 | 8.1 | 10 | -4 | i | 40 | 0.5 | 1496 | -0.79 | 1457 | 5 | 689 | i | 0.3
O=C(C(Cl)Cl)N1CCN(c2ccccn2)CC1 | i | 8 | 0.7% | 3.8 | 1.3 | 7.6 | 6 | 6 | i | 35 | -0.9 | 1070 | -0.12 | 1315 | -4 | 626 | i | 0.4
CCOc1ccccc1NS(=O)(=O)c1c[nH]c(C(=O)OC)c1 | . | . | -0.2% | . | . | . | . | . | i | 17 | . | . | . | . | -3 | 691 | i | 3.0
Cc1cccc(NC(=O)/C=C/c2ccc(Cl)cc2)n1 | i | 1 | -1.3% | 3.2 | 1.5 | 1.9 | 23 | 9 | i | 59 | -1.7 | 1097 | -0.2 | 1491 | 0 | 508 | i | 1.2
COc1cc(C(=O)NNC(=O)C2CCCC2)cc(OC)c1OC | . | . | 0.2% | . | . | . | . | . | i | 26 | . | . | . | . | -28 | 719 | i | 4.0
CC(C)CC1Nc2ccc(C(=O)NCc3ccc4c(c3)OCO4)cc2NC1=O (stereo not drawn) | . | . | -0.9% | . | . | . | . | . | i | 8 | . | . | . | . | 19 | 807 | i | 0.2
COc1cc(Cl)ccc1OCc1cc(C(=O)N[C@H]2CCCCNC2=O)no1 | . | . | 0.4% | . | . | . | . | . | i | 29 | . | . | . | . | -29 | 640 | i | 0.7
COc1cccc(NC2=C(NCCO)C(=O)c3ccccc3C2=O)c1 | . | . | -0.2% | . | . | . | . | . | i | 58 | . | . | . | . | 5 | 735 | i | 0.5
CC(C)c1nc2oc3c(N(C)CCO)ncnc3c2c2c1CCC2 | . | . | 0.2% | . | . | . | . | . | i | 32 | -0.9 | 1365 | -1.2 | 1041 | 21 | 761 | i | 0.5
O=C(/C=C/c1ccc(N2CCCCC2)c([N+](=O)[O-])c1)c1ccc(O)cc1 | i | 21 | 2.0% | 7.3 | 12 | 4.3 | 91* | 84* | i | 42 | 0.4 | 1507 | -0.11 | 1339 | . | . | i | 0.3
O=C(NCc1ccc2c(c1)OCO2)C(=O)NCC1OCCN1S(=O)(=O)c1ccc(Cl)cc1 (stereo not drawn) | . | . | -0.7% | . | . | . | . | . | i | 62 | . | . | . | . | 0 | 852 | i | 1.7
Nc1ccc(C(=O)N(CCO)CCO)cc1 | i | -15 | 0.6% | 1.8 | 1.3 | 6.3 | -3 | -19 | i | 55 | 0.0 | 1380 | 0.32 | 1409 | 10 | 723 | i | 0.4
Cc1ccc(C)c(OCCCCCn2ccnc2)c1 | i | 10 | -0.7% | 4.9 | 3.5 | 5.0 | -4 | -12 | i | 43 | -1.0 | 1064 | 0.96 | 1815 | -7 | 580 | i | 1.3
Cc1cc(Nc2ccccc2)n(CCC#N)n1 | i | -8 | -0.1% | 1.6 | 0.3 | 27 | -10 | -10 | i | 47 | . | . | 0.2 | 1215 | -7 | 737 | i | 0.5
O=C(Nc1nnc(-c2ccccc2)s1)c1cccc(S(=O)(=O)N2CCOCC2)c1 | i | -5 | 0.2% | 3.9 | 1.9 | 2.9 | -30 | 2 | i | 47 | -2.6 | 598 | . | . | 9 | 708 | i | 1.2
Nc1c(/C=C2\C=Nc3ccccc32)c(=O)nc2sc(CC(=O)N3CCOCC3)nn12 | . | . | 0.1% | . | . | . | . | . | i | 21 | . | . | . | . | 1 | 709 | i | 1.9
CC(C)CCOc1ccc(C2CC(=O)N(C)C2=O)cc1 (stereo not drawn) | i | -9 | -0.6% | 2.5 | 1.2 | 2.1 | -8 | -12 | i | 24 | -0.1 | 1096 | -0.46 | 1443 | 11 | 777 | i | 0.2
Oc1ccc(-c2nnc(-c3ccc(O)cc3)nn2)cc1 | i | -2 | 0.7% | 3.3 | 2.0 | 7.5 | 0 | 0 | i | 36 | . | . | -0.59 | 1162 | 1 | 776 | i | 0.5
CC1=NOC(=O)/C1=C\c1ccc(-c2cccc(Cl)c2)o1 | i | 6 | 0.0% | 3.1 | 1.8 | 3.9 | 43 | 1 | i | 18 | -0.8 | 1195 | 0.7 | 1313 | . | . | i | 0.5
CC(=O)Nc1cccc(NC(=O)Nc2ccc(C(C)=O)cc2)c1 | i | 19 | 0.4% | 4.1 | 1.9 | 7.4 | 1 | 2 | i | 21 | . | . | -0.26 | 1209 | -18 | 761 | i | 0.3
O=C(CNc1ccc(F)cc1)c1ccccc1 | i | -7 | 0.1% | 3.1 | 3.2 | 5.8 | 2 | 15 | i | 57 | -0.3 | 1554 | 0.4 | 1440 | -11 | 728 | i | 3.0
CNc1c(NS(=O)(=O)c2ccc(OC)c(Cl)c2)c(=O)oc2ccccc12 | . | . | 0.7% | . | . | . | . | . | i | 13 | . | . | . | . | -1 | 696 | i | 5.7
CN(CC(=O)NCc1cccs1)S(=O)(=O)c1cccc2cccnc12 | i | 14 | -0.2% | 4.6 | 1.9 | 4.7 | 3 | 1 | i | 39 | . | . | -0.89 | 892 | . | . | i | 2.2
COc1cccc(/C=N\NS(=O)(=O)c2ccccc2)c1OC | . | . | -0.4% | . | . | . | . | . | i | 68 | . | . | . | . | 0 | 664 | i | 0.4
Cc1ccc(NC(=O)CN2CCOCC2)c(Br)c1 | . | . | -1.0% | . | . | . | . | . | i | 61 | . | . | . | . | 12 | 806 | i | 0.8
O=S(=O)(c1cccc(-c2nn3c(-c4ccncc4)nnc3s2)c1)N1CCOCC1 | i | 18 | 0.0% | 2.6 | 2.1 | 7.5 | -2 | -2 | . | . | -6.2 | 1220 | 0.75 | 1308 | 6 | 704 | . | .
